FUS yeast rescue – rescues growth of FUS-expressing yeast | S. cerevisiae FUS-expressing, growth rescue, OD600, 24 h | Potency, µM (series often up to 76.6 µM), without a hit: top-dose growth rescue (activation), hits mostly activators | 390,000 tested, 0.24% active | AID 1347120;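 note: plate controls were DMSO vehicle for no effect and reference control for full effect; nearly all actives have a fitted effect of over 55% in size; some results filed as inactive show a strong effect at the top dose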
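FUS-expressing yeast, raffinose-pregrown, induced in 2% galactose minimal medium at OD 0.005; compounds in a dilution series, 24hr at 30C. Growth restoration read as absorbance at 600 nm. CP55940 positive control, DMSO negative.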
aSyn rescue – inhibitors of alpha-synuclein toxicity in yeast; AID 652106; 370,000 tested, 0.14% active; Potency, µM (doses to about 46.1 µM), for inactives: at the highest dose growth rescue (activation), most hits filed as activators; Yeast expressing alpha-synuclein, growth rescue, BacTiter-Glo, 24 h; note: % of control where 0% means no effect; nearly all actives have a fitted effect of over 65% in size
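Galactose-induced alpha-syn yeast (OD600=0.02, raffinose-pregrown) + pinned cpd, 24 hr, 30 deg C; growth by BacTiter-Glo luminescence. Growth restoration scores as activation.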
EPAC1 ag – agonists of human EPAC1. Potency, µM (series often up to 154 µM), without a hit: at the highest dose activation, most hits filed as activators. 360,000 tested, 0.073% active. O95398. EPAC1 agonist qHTS, biochemical assay; response scale: 100% = response to 6.5 mM cAMP; note: nearly all actives have a fitted effect of over 60% in size
Target sequence (O95398 whole entry, looked up): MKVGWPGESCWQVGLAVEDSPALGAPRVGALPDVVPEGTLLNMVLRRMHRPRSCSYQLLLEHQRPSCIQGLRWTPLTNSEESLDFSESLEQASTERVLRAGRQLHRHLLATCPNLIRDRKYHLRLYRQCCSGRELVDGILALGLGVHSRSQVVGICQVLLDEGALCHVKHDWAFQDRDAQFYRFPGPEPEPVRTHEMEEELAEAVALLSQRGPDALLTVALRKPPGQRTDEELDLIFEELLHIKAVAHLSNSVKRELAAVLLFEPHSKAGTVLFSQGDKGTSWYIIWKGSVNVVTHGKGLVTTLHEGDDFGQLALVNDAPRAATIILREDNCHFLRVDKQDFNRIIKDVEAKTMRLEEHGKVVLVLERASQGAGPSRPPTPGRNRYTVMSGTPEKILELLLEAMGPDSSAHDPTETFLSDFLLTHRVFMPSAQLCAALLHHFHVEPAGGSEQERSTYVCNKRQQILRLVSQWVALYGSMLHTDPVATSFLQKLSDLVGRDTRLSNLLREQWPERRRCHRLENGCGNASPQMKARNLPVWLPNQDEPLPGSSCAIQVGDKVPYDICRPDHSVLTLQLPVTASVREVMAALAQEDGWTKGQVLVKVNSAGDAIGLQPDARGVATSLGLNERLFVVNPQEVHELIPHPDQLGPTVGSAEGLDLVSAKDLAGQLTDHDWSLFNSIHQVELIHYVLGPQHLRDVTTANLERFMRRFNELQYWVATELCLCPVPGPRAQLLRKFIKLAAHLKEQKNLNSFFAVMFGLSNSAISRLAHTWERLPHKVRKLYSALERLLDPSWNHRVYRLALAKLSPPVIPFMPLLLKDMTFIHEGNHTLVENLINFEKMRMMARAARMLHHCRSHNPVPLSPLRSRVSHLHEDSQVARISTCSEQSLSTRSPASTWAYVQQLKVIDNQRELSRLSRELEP
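Fluorescent GDP-exchange assay: 100 nM EPAC1 with 250 nM Rap1B preloaded with BODIPY-GDP and 50 uM GDP; compounds tested as concentration series, 5 min at room temperature, then read every 5 min for 30 min (ex 480/em 540 nm); normalized to 6.5 mM cAMP.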
EPAC2 ag – EPAC2 (human) agonism | EPAC2 activation, biochemical qHTS; response scale: 100% = 6.5 mM cAMP response | Q8WZA2 | Potency, µM (highest dose often 154 µM), for inactives: at the highest dose activation, usual class: activators | AID 720711 | 360,000 tested, 0.079% active; note: nearly all actives have a fitted effect of over 50% in size
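Setup: EPAC2 100 nM, labeled Rap1B complex 250 nM, free GDP 50 uM. Compound titrations pinned in, brief spin, 5 min room temperature incubation. Kinetic fluorescence read over 30 min, normalized to 6.5 mM cAMP.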
EPAC1 antagonist – blocks human EPAC1 exchange factor; 360,000 tested, 0.14% active; EPAC1 GEF assay, Rap1b-BODIPY-GDP exchange fluorescence; O95398; Potency, µM (series often up to 115 µM), inactives show at the top dose activity change, negative = inhibition, hits mostly inhibitors;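 note: plate controls were vehicle for no effect and positive control for full effect; nearly all actives have a fitted effect of over 50% in size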
PTHR1 agonist – PTHR1 (human) receptor agonism. Q03431. HEK293 GP2 PTHR1 cells, GloSensor cAMP luminescence, 1 h. Potency, µM (highest dose often 115 µM), inactives show top-dose activation, most hits filed as activators. 410,000 tested, 0.075% active. AID 743266; note: nearly all actives have a fitted effect of over 55% in size; some results filed as inactive show a strong effect at the top dose; inactives centre near -15; many of its hits are not listed in these tables
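HEK-293-derived GP2 cells expressing PTHR1 and a GloSensor cAMP reporter, 3,000/well, plated overnight, given luciferin plus IBMX (each 0.5 mM as added) for 1 h at 37 °C, then compound for 1 h at 37 °C. Luminescence was read after 15 min at room temperature.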
TDP43 rescue – TDP-43 toxicity inhibition in yeast. Potency, µM (top dose mostly 46.1 µM), without a hit: at the top dose growth rescue (activation), usual class: activators. TDP-43 expressing yeast growth rescue, BacTiter-Glo, 24 h. 410,000 tested, 1.8% active; note: % of control where 0% means no effect; nearly all actives have a fitted effect of over 50% in size
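Cell-based yeast growth screen: TDP-43 expression induced in galactose, inoculum OD600=0.02 after raffinose pregrowth to mid-log. Read-out BacTiter-Glo luminescence at 24 hr, 30 deg C; inhibition of toxicity seen as signal increase.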
EPAC2 antagonist – EPAC2 (human) antagonism; EPAC2 GEF exchange of Rap1B-BODIPY-GDP, fluorescence; Potency, µM (top dose mostly 114 µM), without a hit: at the highest dose activity, negative = inhibition, most hits filed as inhibitors; 360,000 tested, 0.18% active; AID 720708; note: % is set by controls: 0 for no effect and ±100 for the full control effect; nearly all actives have a fitted effect of over 45% in size; many of its hits are not listed in these tables
Active calls of the source: *; i = inactive; ? = inconclusive; . = not tested or not shown; [ ] = dose if it differs, or a comment. Calls come from the whole dose curve; as a rule, active = well fitted curve in the direction sought with a large enough effect; inconclusive = small, poorly fitted or top-dose-only effect, or another doubt; inactive = no such curve, though single readings can be large; an effect the other way counts as inactive or inconclusive. Potency is the fitted concentration of half-maximal effect. An excerpt; the hit share may differ from the screen's.

SMILES	FUS yeast rescue	aSyn rescue	EPAC1 ag	EPAC2 ag	EPAC1 antagonist	PTHR1 agonist	TDP43 rescue	EPAC2 antagonist
Cc1c(NC(=O)c2noc(C(C)C)c2[N+](=O)[O-])c(=O)n(-c2ccccc2)n1C	-3%	-5%	0%	5%	-20%	i	23%	2%
O=C(N/N=C\c1ccc(Cl)cc1)c1sccc1-n1cccc1	4%	1%	1%	-6%	6%	i	15%	2%
CC(=O)c1ccc(OCC(=O)N2CCCC(Nc3ccc(C)c(C)c3)C2)cc1 (centres undefined)	24%	-2%	13%	4%	-16%	-17%	-2%	4%
CC(=O)c1cn(CC(=O)Nc2ccccc2)c2ccccc12	13%	-3%	-1%	12%	-2%	i	-9%	1%
COc1ccc(C(=O)c2c(-c3ccc(OC)cc3)oc3ccc(-c4cc(OC)c(OC)c(OC)c4)cc23)cc1	?	-1%	16%	5%	-1%	-40%[inhibitor]	21%	8%
CCOc1ccc2oc(C(=O)NCc3nc4ccccc4[nH]3)c(C)c2c1	24%	-4%	-8%	-2%	11%	-39%[inhibitor]	?	9%
N#CCSc1nnc(-c2cccnc2)n1-c1ccccc1	-34%	-2%	1%	-10%	-17%	i	19%	-2%
O=C(COC(=O)Cc1ccsc1)Nc1ccccc1Cl	.	5%	8%	3%	5%	i	24%	-2%
O=S(=O)(NCc1cccnc1)c1cccn1-c1ncc(C(F)(F)F)cc1Cl	8%	2%	1%	3%	-1%	-21%	-9%	-4%
COc1ccc(C2=[N+](C)CCn3cccc32)c(OC)c1	.	-3%	7%	10%	10%	-16%	-19%	1%
COc1ccc(C2CC(=O)Nc3c2c(=O)nc2c(C)cccn32)cc1 (centres undefined)	-16%	?	.	.	.	i	-7%	.
O=C(CC1CCCC1)Nc1nc2ccccc2[nH]1	-13%	2%	-2%	1%	6%	i	19%	5%
COc1ccccc1/C=C/C=N/N1CCN(Cc2cccc3ccccc23)CC1	.	0%	-1%	10%	0%	i	9%	14%
COc1ccccc1/C=C/C(=O)OCCN1CCOCC1	-6%	0%	2%	-5%	-12%	i	6%	5%
CCOC(=O)CC1=CCc2c1ccc(OC)c2OC	.	21%	6%	4%	-3%	i	?	-6%
Clc1ccccc1Nc1nnc(-c2ccncc2)s1	-2%	-32%[inhibitor]	8%	3%	0%	-34%[inhibitor]	-38%[inhibitor]	-2%
Cc1ccccc1Cn1cc(/C=N/n2cnnc2)c2ccccc21	13%	13%	-5%	-9%	1%	-41%[inhibitor][57.5 µM]	?	-1%
O=C(NCCCN1CCCC1=O)c1ccc2c(c1)ncn2C1CCCCC1	-22%	8%	9%	7%	-3%	-46%[inhibitor]	10%	2%
Cc1cccc(NC(=O)COC(=O)CCc2c[nH]c3ccccc23)c1	5%	8%	-7%	4%	12%	-24%	17%	2%
S=C(Nc1cccc(Cl)c1)Nc1ccc2c(c1)OCCO2	-8%	-8%	-13%	8%	-3%	-19%	12%	13%
COCCN(CCOC)S(=O)(=O)c1ccc(C(=O)Nc2ccncc2)cc1	-6%	-6%	-7%	-4%	9%	-18%	-2%	5%
COC(=O)[C@H](CC(C)C)NC(=O)NC1CCCCC1C (some centres undefined)	20%	7%	5%	-6%	7%	i	-19%	1%
O=C1NC(=S)S/C1=C\c1coc2ccccc2c1=O	-22%	-8%	-17%	3%	-20%	-31%[inhibitor]	-26%	-20%[57.1 µM]
CC(C)CCN1C(=O)c2ccc(-c3nc4ccccc4c(=O)o3)cc2C1=O	-5%	-2%	9%	-1%	11%	i	-12%	-10%
O=C(CSCc1ccccc1Cl)NNC(=S)Nc1ccccc1	17%	-13%	12%	10%	-4%	i	3%	-5%
O=C(NCc1ccc(Cl)cc1)c1ccc(-n2cccn2)nc1	29%	-2%	5%	15%	10%	i	-8%	-4%
O=C(CNC(=S)N(Cc1ccccc1F)C1CCCCC1)NC1CC1	18%	9%	0%	-5%	0%	i	-24%	-1%
COc1ccccc1CC(NC(C)=O)C(=O)NC1CCN(C(=O)c2ccc(C)cc2)CC1 (centres undefined)	-9%	3%	-8%	0%	8%	i	3%	15%
N#CCc1nc2c3c4c(sc3ncn2n1)CCCC4	-12%	1%	21%	6%	4%	-2%	14%	-5%
CCOC(=O)c1cnc2nc(SC)nn2c1N	1%	2%	5%	1%	5%	i	-5%	0%
COc1ccccc1OCC(=O)Nc1cccc(-c2nc3ccccc3o2)c1	17%	-8%	-1%	11%	15%	-4%[57.5 µM]	-5%	15%
Cc1ccc(N2C(=O)CC(c3c[nH]c4ccccc34)C2=O)cc1 (centres undefined)	16%	13%	11%	10%	-1%	-12%	24%	-7%
CCCc1ncc(C(O)c2ccccc2OC)n1C (centres undefined)	2%	-1%	2%	5%	4%	i	-21%	-4%
CCCCCCCCOC(=O)c1nc(Cl)c(Cl)c(N)c1Cl	20%	-12%	-21%	-6%	?	-10%	?	-11%
CCc1cc(=O)oc2c(C)c(OCC(=O)NCCN3CCOCC3)ccc12	-17%	5%	6%	5%	-7%	i	?	8%
CC1CCN(C(=O)CCn2c(=O)oc3ccc(Cl)cc32)CC1	-26%	10%	7%	-8%	-13%	-39%[inhibitor]	14%	-16%
O=C(O)c1c2cc(Br)ccc2nc2[nH]c(=O)[nH]c(=O)c12	-4%	0%	-6%	3%	-11%	-10%	-21%	11%
Cc1cc(OCC(=O)NCCc2cccc(F)c2)c2c(C)cc(=O)oc2c1	-8%	0%	11%	10%	23%	-12%	6%	9%
O=C(c1ccc(F)cc1)N1CCCC(C(=O)N2CCc3ccccc3C2)C1 (centres undefined)	8%	11%	7%	4%	-11%	-22%	7%	0%
O=C(Nc1ccc2c(c1)CCCN2C(=O)c1ccccc1)c1ccccc1Br	34%	0%	19%	17%	-13%	-49%[inhibitor]	?	-6%
Cc1ccc(C)c(C(=O)N2CCC(n3nccc3NC(=O)C3CC3)CC2)c1	5%	2%	-4%	1%	5%	i	7%	9%
COC(=O)c1cnc(Oc2ccc(NC(=O)NC(=O)c3ccccc3Cl)cc2)cc1C(F)(F)F	-6%	-1%	0%	5%	-5%	i	-6%	3%
C=C(C(=O)c1ccccc1)C(c1ccccc1)C(C)C(=O)c1ccccc1 (centres undefined)	6%	1%	21%	1%	-15%	-18%	-2%	-5%
C[C@H](CO)N1C[C@H](C)[C@@H](CN(C)C(=O)Nc2ccccc2)Oc2ccc(NC(=O)CCC(F)(F)F)cc2C1=O	-10%	2%	-22%	2%	4%	-17%	-1%	17%
Cc1ccc(NC(=S)NCc2cccn2C)cc1	?	3%	7%	-1%	0%	3.5µM*	-12%	-6%
COc1ccccc1NS(=O)(=O)c1ccc(C)c(NS(=O)(=O)c2cc(NC(C)=O)ccc2OC)c1	25%	3%	-9%	14%	-4%	-8%	5%	0%
S=c1c2c(nc3nc[nH]n13)CCC2	-5%	-11%	0%	10%	-4%	-67%[inhibitor]	-14%	16%
O=C(O)CNC(=O)c1ccccc1F	-15%	12%	1%	0%[15.6 µM]	-1%	-4%[57.5 µM]	7%	0%
COc1ccccc1CN1CCNC(=O)C1CC(=O)N(C)Cc1ccon1 (centres undefined)	-4%	1%	-2%	12%	-4%	-3%	-19%	20%
COc1cc(OC)cc(C(=O)N[C@H](C(=O)Nc2nc3ccccc3[nH]2)C(C)C)c1	23%	0%	-11%	-8%	3%	0%	-23%	-12%
COc1ccc(-c2cnc(OC(C)(C)C)nc2OC(C)(C)C)cc1OC	?	-10%	-7%	12%	-20%	-50%[inhibitor]	-2%	-8%
C/C(=N\NC(=O)CCCNc1ccccc1)c1ccncc1	3%	-6%	-2%	6%	23%	-13%	-16%	2%
Cc1ccc(C)c(-n2c(CNc3ccc(F)cc3)nnc2SCC(N)=O)c1	5%	3%	0%	-6%	10%	-12%	-11%	4%
CCOC(=O)COc1ccc2nsnc2c1	-19%	9%	11%	10%	-6%	i	26%	13%
O=C(c1cn(-c2ccccc2)nc1-c1cccc([N+](=O)[O-])c1)N1CCCCC1	20%	0%	8%	15%	-8%	i	6%	-14%
CC(=O)N1c2ccc(S(=O)(=O)N3CCC(C(=O)N4CCN(c5cc(Cl)ccc5C)CC4)CC3)cc2CC1C (centres undefined)	40%	13%	11%	4%	-7%	i	2%	-10%
CC(C)C1Cc2ccccc2-c2[nH]c(=S)[nH]c(=O)c21 (centres undefined)	-5%	-1%	5%	10%	-5%	-13%	8%	-10%
COCCNC(=O)Nc1ccc2c(c1)N(C)C(=O)c1ccccc1S2	11%	1%	0%	8%	-3%	-48%[inhibitor]	27%	5%
Nc1ccc(-c2ncc(-c3ccccc3)o2)cc1	-1%	-9%	0%	11%	1%	-25%	8%	-5%
Cc1ccc(S(=O)(=O)N2CCN(C(=O)CSc3nc4ccccc4o3)C2)cc1	7%	6%	-1%	7%	-14%	-16%	?	4%

Overlap with the part before: five compounds; new compounds follow.
SMILES	FUS yeast rescue	aSyn rescue	EPAC1 ag	EPAC2 ag	EPAC1 antagonist	PTHR1 agonist	TDP43 rescue	EPAC2 antagonist
CC(=O)N1c2ccc(S(=O)(=O)N3CCC(C(=O)N4CCN(c5cc(Cl)ccc5C)CC4)CC3)cc2CC1C (centres undefined)	40%	13%	11%	4%	-7%	i	2%	-10%
CC(C)C1Cc2ccccc2-c2[nH]c(=S)[nH]c(=O)c21 (centres undefined)	-5%	-1%	5%	10%	-5%	-13%	8%	-10%
COCCNC(=O)Nc1ccc2c(c1)N(C)C(=O)c1ccccc1S2	11%	1%	0%	8%	-3%	-48%[inhibitor]	27%	5%
Nc1ccc(-c2ncc(-c3ccccc3)o2)cc1	-1%	-9%	0%	11%	1%	-25%	8%	-5%
Cc1ccc(S(=O)(=O)N2CCN(C(=O)CSc3nc4ccccc4o3)C2)cc1	7%	6%	-1%	7%	-14%	-16%	?	4%
COc1ccc(C(CC(=O)NCc2ccco2)c2ccc(F)cc2)cc1 (centres undefined)	12%	.	6%	2%	9%	-16%	?	8%
CC(=O)NCCNc1nc2cc(-c3ccsc3)sc2c(=O)n1C	7%	-11%	-3%	1%	?	-76%[inhibitor]	5%	0%
COc1cc(C)c(CN2CCCCC2CO)cc1C (centres undefined)	8%	4%	0%	-13%	-8%	-8%[57.5 µM]	-13%	2%
Cc1nc2sc(C(c3ccco3)N3CCN(c4ccccc4F)CC3)c(O)n2n1 (centres undefined)	0%	7%	-12%	2%	14%	i	-20%	6%
Cc1cccc(OC(=O)c2ccc3nccnc3c2)c1	-12%	-1%	-8%	0%	-10%	i	9%	-2%

Assay outcomes: PubChem, National Center for Advancing Translational Sciences (NCATS)
